From PubChem
CHT inh: human CHT choline transport inhibition; 310,000 compounds, 0.86% hits; B-score at 10 µM; CHT-expressing cells, membrane potential dye, choline response; hits give low values;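 active = B-score over 3 SD under the library average, and starting fluorescence ratio not unusually high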;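 note: choline stimulus applied at its EC90 after an EC20 pre-addition; B-score computed on integrated fluorescence ratio after choline addition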
Target sequence (Q9GZV3 whole entry, looked up): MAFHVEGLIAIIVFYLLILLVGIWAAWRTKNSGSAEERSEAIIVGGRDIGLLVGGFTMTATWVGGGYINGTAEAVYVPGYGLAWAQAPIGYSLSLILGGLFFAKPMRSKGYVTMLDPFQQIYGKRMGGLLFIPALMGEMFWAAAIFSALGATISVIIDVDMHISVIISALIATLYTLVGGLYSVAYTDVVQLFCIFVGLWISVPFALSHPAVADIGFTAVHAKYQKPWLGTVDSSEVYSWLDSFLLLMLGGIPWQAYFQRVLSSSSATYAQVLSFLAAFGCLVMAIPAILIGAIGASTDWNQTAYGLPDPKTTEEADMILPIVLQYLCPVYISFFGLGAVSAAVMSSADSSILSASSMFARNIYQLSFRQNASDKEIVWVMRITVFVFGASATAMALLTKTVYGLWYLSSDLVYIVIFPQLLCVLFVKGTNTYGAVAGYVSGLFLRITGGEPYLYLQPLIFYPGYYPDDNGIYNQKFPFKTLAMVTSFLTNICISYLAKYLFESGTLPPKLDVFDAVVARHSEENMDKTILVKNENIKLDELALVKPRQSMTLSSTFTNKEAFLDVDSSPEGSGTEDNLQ
Kir21 inh: blocks the mouse Kir2.1 inward-rectifier potassium channel. HEK293-Kir2.1, FluxOR thallium flux fluorescence; hits give low values. B-score at 10 µM. 310,000 compounds, 0.85% hits. AID 1672;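 active = fluorescence ratio B-score at or below minus 3 SD of library scores, with starting-brightness B-score within 2 SD, cut at about -4.2 in these data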;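 note: channel flux triggered by added potassium and thallium sulfate stimulus; B-score of peak minus minimum fluorescence over baseline after thallium stimulus; more negative B-score means stronger Kir2.1 block with less thallium influx; some compounds called inactive have numbers as strong as hits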
Target sequence (P35561 whole entry, looked up): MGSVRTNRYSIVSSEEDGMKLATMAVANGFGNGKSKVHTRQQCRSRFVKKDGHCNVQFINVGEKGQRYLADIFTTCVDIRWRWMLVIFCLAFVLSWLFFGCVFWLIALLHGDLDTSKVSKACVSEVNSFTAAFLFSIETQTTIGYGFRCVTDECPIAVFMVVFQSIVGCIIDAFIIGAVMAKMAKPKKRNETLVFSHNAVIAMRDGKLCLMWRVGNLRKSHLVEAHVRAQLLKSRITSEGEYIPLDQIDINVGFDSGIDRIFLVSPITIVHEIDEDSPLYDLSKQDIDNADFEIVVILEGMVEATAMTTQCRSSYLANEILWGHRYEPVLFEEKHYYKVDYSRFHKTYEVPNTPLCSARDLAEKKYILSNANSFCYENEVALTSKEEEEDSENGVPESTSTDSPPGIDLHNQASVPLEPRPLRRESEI
The depositor's hits bear a star; i = inactive; / = no result given.

SMILES	CHT inh	Kir21 inh
N#CCCn1c(O)c(N=NC(=O)CNC(=O)c2cccs2)c2ccccc21	i	-1.2
O=C(O)c1ccc(NC(=S)N2CCCCC2)cc1	i	0.68
Cc1ccc2nc(-c3ccc(F)cc3)nc(SCC(=O)NCC3CCCO3)c2c1 (stereo not given)	i	-1.3
O=[N+]([O-])c1ccccc1/C=C/C=N/n1c(-c2ccco2)n[nH]c1=S	i	-0.37
Cc1nc2ncnn2c(C)c1Cc1ccc(Cl)cc1	i	-1.4
COc1ccc(-c2nn(-c3ccccc3)cc2C(=O)N2c3ccc(C)cc3C3CN(C)CCC32)cc1 (stereo not given)	i	-0.71
CCCc1cc(=O)oc2cc(C)c3c(C)coc3c12	i	0.12
COc1ccccc1C(=O)Nc1nc(-c2ccc(S(=O)(=O)N3CCOCC3)cc2)cs1	i	0.01
CCCNS(=O)(=O)c1ccc(CCC(=O)N2CCN(c3ccc(F)cc3)CC2)cc1	i	0.73
COc1cc(/C=C(\C#N)C(=O)NCc2ccccc2)ccc1OCc1ccc(C(=O)O)cc1	i	0.94
Cc1cc2ccccc2n1CCNC(=O)c1ccc(S(=O)(=O)N2CCOCC2)cc1	i	-1.3
COCCN(Cc1cc2ccccc2[nH]c1=O)C(=O)c1ccccc1OC	i	-0.93
COc1cccc(/C=N/n2c(-c3n[nH]c4c3CCC4)n[nH]c2=S)c1OC	i	0.88
Cc1cc(OCC(=O)NCc2cccnc2)ccc1[N+](=O)[O-]	i	-0.14
Cc1cc(C)n2c(nc3ccccc32)c1C(=O)NCc1ccccc1	i	1.9
Cc1cc(N2CCOCC2)nc(SCC(=O)c2ccc(Cl)cc2)n1	i	-0.34
CC(NS(=O)(=O)c1ccccc1)C1COc2ccccc2O1 (stereo not given)	i	1.1
O=C(c1ccco1)N1CCN(c2nc3ccccc3n3nnnc23)CC1	i	2
N#CCCN1CCN(S(=O)(=O)c2ccc3c(c2)OCCCO3)CC1	i	0.01
CC(=O)Nc1ccc(S(=O)(=O)Nc2cccc(-c3cn4cccnc4n3)c2)cc1	i	-0.21
Cc1ccc(S(=O)(=O)Oc2cccc(/C=N/Nc3ccc(C(=O)O)cc3)c2)cc1	i	-0.73
COc1cc(S(=O)(=O)Nc2ncccc2C)c(OC)cc1Cl	i	-0.65
Cc1ccc(SCCC(=O)OC(C)C(=O)Nc2ccccc2)cc1 (stereo not given)	i	1.8
CCOc1ccc(NC(=O)C2CCCCN2S(=O)(=O)c2ccccc2)cc1 (stereo not given)	i	0.09
O=C(N1CCCCC1)N1CCN(S(=O)(=O)c2ccccc2)CC1	i	0.79
Cn1c(=O)c2c(nc(OCc3cccnc3)n2Cc2ccccc2)n(C)c1=O	i	-1.2
O=C(Cn1ccc([N+](=O)[O-])n1)NCc1ccco1	i	-0.2
NC(=O)c1cc(S(=O)(=O)N2CCCCC2)cs1	i	1.6
O=C(O)C1=C[C@H](c2ccccc2)C[C@H](OCCCCO)O1	i	-0.91
COc1cc(NC(=O)n2ncc3cc(Cl)ccc32)cc(OC)c1	i	0.01
CC(OC(=O)c1cc2c(s1)CCCCC2)C(=O)NC(N)=O (stereo not given)	i	-1.6
CCOC(=O)c1csc(NC(=O)CC2CCCC2)n1	i	2.1
Cc1nn2cc(-c3ncc(C(F)(F)F)cc3Cl)cnc2c1Br	i	0.08
CCOC(=O)C1CCN(C(=O)COC(=O)c2ccc3c(c2)C(=O)N(c2ccc(OCC)cc2)C3=O)CC1	i	-1.5
CC1CCCCC1NC(=O)c1ccc(S(=O)(=O)NCc2ccco2)cc1 (stereo not given)	i	-0.16
Cc1cc(C)c2c3c(sc2n1)C(c1cccc(F)c1)C(C#N)=C(N)O3 (stereo not given)	i	-1.8

The final 6 compounds of the section above lead into the next.
SMILES	CHT inh	Kir21 inh
CC(OC(=O)c1cc2c(s1)CCCCC2)C(=O)NC(N)=O (stereo not given)	i	-1.6
CCOC(=O)c1csc(NC(=O)CC2CCCC2)n1	i	2.1
Cc1nn2cc(-c3ncc(C(F)(F)F)cc3Cl)cnc2c1Br	i	0.08
CCOC(=O)C1CCN(C(=O)COC(=O)c2ccc3c(c2)C(=O)N(c2ccc(OCC)cc2)C3=O)CC1	i	-1.5
CC1CCCCC1NC(=O)c1ccc(S(=O)(=O)NCc2ccco2)cc1 (stereo not given)	i	-0.16
Cc1cc(C)c2c3c(sc2n1)C(c1cccc(F)c1)C(C#N)=C(N)O3 (stereo not given)	i	-1.8
CCN1C(=O)N[C@@H](c2ccccc2)[C@H](C(C)=O)[C@H]1C	i	-0.79
Nc1ccc(N2CCCCC2)c(S(=O)(=O)Nc2ccccc2Cl)c1	i	0
C=CCN1C(=O)C2(NC(=O)c3ccccc3N2)c2ccccc21 (stereo not given)	i	1.1
N#C/C(=C\c1ccc(N2CCOCC2)c([N+](=O)[O-])c1)c1nc2ccccc2[nH]1	i	-0.71
O=C(CSc1nnc(NC(=O)c2ccc(F)cc2)s1)NCc1ccco1	i	-0.67
COc1nc(N/N=C/c2ccc(-c3cccc([N+](=O)[O-])c3)o2)nc(N2CCOCC2)n1	/	-2.2
O=C(O)CCCN=C1CCCc2ccccc2N1	i	-0.72
O=C(NCc1ccccc1Cl)c1ccncc1	i	0.06
CC1CCN(CCCNC(=O)c2nn(C)c3c2CS(=O)(=O)c2ccccc2-3)CC1	i	-0.92
CCOc1ccc(S(=O)(=O)NCCC(=O)Nc2ccncc2)cc1	i	-0.54
O=C(Nc1ccon1)c1cc2ccccc2oc1=O	i	-0.01
CCOc1ccc(N(Cc2cc3ccc(C)cc3[nH]c2=O)C(=O)COC)cc1	i	-0.96

Single records, as listed above. Order of screens: CHT inh, Kir21 inh
Record of `COc1cc(S(=O)(=O)Nc2ncccc2C)c(OC)cc1Cl` → i, -0.65
Record of `CCCNS(=O)(=O)c1ccc(CCC(=O)N2CCN(c3ccc(F)cc3)CC2)cc1` → i, 0.73
Record of `COc1ccc(-c2nn(-c3ccccc3)cc2C(=O)N2c3ccc(C)cc3C3CN(C)CCC32)cc1` (stereo not given) → i, -0.71
Record of `Cc1cc2ccccc2n1CCNC(=O)c1ccc(S(=O)(=O)N2CCOCC2)cc1` → i, -1.3

Following part.
SMILES	CHT inh	Kir21 inh
O=C(Nc1nc2ccccc2n1CCN1CCCCC1)c1ccc(Cl)cc1	i	1.2
CO[C@@]12[C@H](COC(N)=O)C3=C(C(=O)C(C)=C(N)C3=O)N1C[C@@H]1N[C@@H]12	i	/
Cc1cc(C(=O)OCn2nnc3ccccc3c2=O)c(C)o1	i	0.01
COc1ccc(N2CCN(C(=O)c3cc4c(-c5ccc(Cl)cc5)nn(C)c4s3)CC2)cc1	i	-0.78
Cc1ccc(CSCCNC(=O)c2ccc(NS(C)(=O)=O)cc2)cc1	i	0.84
CCOC(=O)C1CCN(C(=O)Cn2nc(C)n3c(cc4cc(C)ccc43)c2=O)CC1	i	-0.11
COc1ccccc1NC(=O)C1=C(C)Nc2nc(-c3cccs3)nn2C1c1cccnc1 (stereo not given)	i	1.4
Cc1cc(S(=O)(=O)NCc2ccccc2)ccc1OCC(=O)NCC1CCCO1 (stereo not given)	i	1.2
Cc1ccc2nsnc2c1S(=O)(=O)Nc1ccccc1C(=O)O	i	-0.4
CC1CCN(c2nc3ccccc3nc2N2CCC(C)CC2)CC1	i	0.57
CCCCOc1ccc(S(=O)(=O)N2CCN(C)CC2)cc1	i	1.3
Cc1cccc(NC(=O)CSc2nnc(-c3ccc(S(=O)(=O)N4CCCC4)cc3)o2)c1	i	0.06
O=C(O)C1CC(O)CN1c1nc(Cl)ccc1[N+](=O)[O-] (stereo not given)	i	-1.8
COc1ccc(-c2ccccc2)c2oc(-c3ccco3)cc(=O)c12	i	0.78
Cc1cccc[n+]1CC(=O)c1ccc(NC(=O)c2ccccc2)cc1	i	0.6
O=S1(=O)CCN(Cc2ccccn2)CC1	i	-1.6
Cc1ccc(-c2n[nH]c(=O)c3ccccc23)c(C)c1	i	-0.41
CCCCN(C(=O)CSCC(=O)Nc1cccc(C)c1)c1c(N)n(CCCC)c(=O)[nH]c1=O	i	1.3
O=C(CN1CCCC1)Nc1c(C(=O)C2CC2)oc2ccccc12	i	-0.38
COC(=O)c1ccc(NCCc2csc(-c3ccc(C)cc3)n2)c([N+](=O)[O-])c1	i	-0.14
O=C(O)c1ccc(Cn2cc(Cl)cn2)cc1	i	-1.3
COc1ccc2cc(C(=O)C3CCCN(C(=O)c4cc5nc(C)cc(C)n5n4)C3)ccc2c1 (stereo not given)	i	0.53
COc1ccc(OCC(=O)N2CCN(C(=O)c3ccccc3)CC2)cc1	i	-0.94
Cc1cc(-c2[nH]nc3c2C(c2ccc(Cl)cc2)C(C#N)=C(N)O3)c(C)s1 (stereo not given)	i	0.02
O=C(NCC1CCCO1)c1ccc2c(c1)C(=O)N(c1cccc([N+](=O)[O-])c1)C2=O (stereo not given)	i	-0.33
O=C(CCN1C(=O)/C(=C\c2ccco2)SC1=S)Nc1ccc(C(=O)O)c(O)c1	i	0.06
CC1=CC(C2CC(=O)N(c3ccc(C)cc3)C2=O)CC2C(=O)N(c3ccc(C)cc3)C(=O)C12 (stereo not given)	i	-0.57
O=C(NCCc1ccccc1)C(=O)NCC1OCCCN1S(=O)(=O)c1ccc(F)cc1 (stereo not given)	i	0.01
Cc1nn(C)c(Cl)c1CN1CCCC(C(=O)Nc2ccc(-c3cscn3)cc2)C1 (stereo not given)	i	0.3
CS(=O)(=O)N1CCc2cc(S(=O)(=O)N3CCN(Cc4ccc5c(c4)OCO5)CC3)ccc21	i	0.39
O=C1NC(=O)/C(=C\c2ccc(OCc3ccccc3)cc2)S1	i	-0.12
O=C(CSCCN1C(=O)c2ccccc2C1=O)Nc1ccc2ccccc2c1	i	-0.06
CCOc1ccccc1NC(=S)NCc1cccn1C	i	1
Cc1ccccc1N1CCN(C2CCCN(C(=O)c3ccc(Cl)s3)C2)CC1 (stereo not given)	i	0.01
CN(C(=O)COC(=O)/C=C/c1ccc2ccccc2n1)C1CCS(=O)(=O)C1 (stereo not given)	i	-0.42
O=c1c2ccccc2nc(-c2ccc([N+](=O)[O-])cc2)n1O	i	-0.42
Cc1ccc(C(=O)OCn2nnc3ccccc3c2=O)cc1[N+](=O)[O-]	i	-0.8
COc1ccc2c(=O)c(C(=O)NCCc3ccccc3)c[nH]c2c1	i	0.74
CC1CCN(C(=S)NCCc2ccccc2)CC1	i	-0.01
O=S(=O)(c1ccc(Nc2ccc3c(c2)OCO3)nc1)N1CCOCC1	i	-0.45
C/C(=N\Nc1nc(N)cc(Cl)n1)c1cccc([N+](=O)[O-])c1	i	-0.56
CCOC(=O)N1CCN(Cc2nc(Cc3cccc(C(F)(F)F)c3)no2)CC1	i	-0.7
CCOC(=O)c1c(NC(=O)CN2C(=O)NC3(CCCCC3C)C2=O)sc(C(=O)N(C)C)c1C (stereo not given)	i	-0.04
CN(C)c1ccc(NC(=O)c2ccc3c(c2)nnn3C)cc1	i	1.6
Cc1nnc(SCC(=O)Nc2ncc3c(n2)CC(C)(C)CC3=O)s1	i	1.1
CN(C(=O)CN1C(=O)/C(=C/c2ccccc2F)SC1=S)C1CCS(=O)(=O)C1 (stereo not given)	i	0.75
CN1C(=O)N(C)C2(C)CC1(C)N(C)C(=O)N2C	i	1
O=C(N/N=C/c1cccnc1)c1cc(Br)ccc1O	i	-0.84

Some of the entries so far, in CSV form.
compound,CHT inh,Kir21 inh
Cc1ccc(C(=O)OCn2nnc3ccccc3c2=O)cc1[N+](=O)[O-],i,-0.8
C/C(=N\Nc1nc(N)cc(Cl)n1)c1cccc([N+](=O)[O-])c1,i,-0.56
CN(C(=O)CN1C(=O)/C(=C/c2ccccc2F)SC1=S)C1CCS(=O)(=O)C1 (stereo not given),i,0.75

Remaining list, next part.
SMILES	CHT inh	Kir21 inh
O=C(CN1C(=O)NC2(CCCC2)C1=O)NNC(=O)c1ccc(F)cc1	i	-0.04
COCCn1c(SCC(=O)Nc2cccc(OC)c2)nnc1-c1ccc(Cl)cc1	i	-1.4
CCCN(CCC)C(=O)CC(c1ccccc1)c1ccc(C)cc1O (stereo not given)	i	0.21
Cc1ccnc(NC(=O)C2CCN(S(=O)(=O)c3ccc(C)c(C)c3)CC2)c1	i	0.23
COc1ccccc1NC(=O)CN(Cc1ccco1)C(=O)c1ccc(=O)[nH]c1	i	-1.8
CCCC(=O)Nc1nc2c(s1)COc1ccccc1-2	i	1.8
CN(C(=O)COC(=O)c1c2c(nc3ccccc13)/C(=C/c1cccc([N+](=O)[O-])c1)CCC2)C1CCS(=O)(=O)C1 (stereo not given)	i	0.26
COC(=O)c1cc(-c2cccc([N+](=O)[O-])c2)c2c(=O)[nH]c(=O)n(C)c2n1	i	0.3
O=C(N/N=C/c1cccc([N+](=O)[O-])c1)C1CC(=O)N(c2ccc(Br)cc2)C1 (stereo not given)	i	-0.01
CCCCCCCNC(=O)C1(CC2CC(c3cccc(Br)c3)=NO2)CCN(C(=O)OC(C)(C)C)CC1 (stereo not given)	i	0.06
Cc1ccc(-c2nc(C(Cl)Cl)c3ccccc3n2)cc1	i	0.54
COc1cccc(CC(NC(C)=O)C(=O)NC2CCN(c3c(Cc4ccccc4)c(C)nc4ncnn34)CC2)c1OC (stereo not given)	i	0.3
COc1cccc(NC(=O)c2ccc3c(c2)CCN3S(C)(=O)=O)c1	i	-0.41
CCC(C)(C)NC(=O)CN(C(=O)C(=O)Nc1ccc2c(c1)OCCO2)C1CC1	i	-0.47
CC(C)CC(=O)c1c[nH]c(C(=O)NCc2ccc(F)cc2)c1	i	-1.5
Cc1ccc2c(CSc3nc4nc(C)cc(C)n4n3)cc(=O)oc2c1	i	3.5
CCn1c(SCC(=O)NC2(C#N)CCCCC2)nc2ccccc2c1=O	i	-0.63
C=CCn1c(O)c(C=Nc2ccc(CN3CCCCC3)cc2)c(=O)[nH]c1=S	i	-0.02
Cn1ccnc1SCCNC(=O)C1CCC(=O)N(Cc2ccc(Cl)cc2)C1 (stereo not given)	i	-0.7
Cc1cccc(-n2c(=O)[nH]c3c(C(N)=O)nc(C(C)C)nc32)c1	i	-0.61

Rows are unselected (roughly 1.6% active in at least one column).
